# BAP1 block: human BAP1 deubiquitinase inhibition; activity remaining (% of control), % at 20 µM; Q92560; recombinant BAP1, Ub-AMC hydrolysis fluorescence kinetic; stronger effect = lower value; 72,000 tested, 0.48% active;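 active means activity remaining at or below 50% of control, provided the compound also passes the data quality filters; inactive means the rest, including low values that fail the filters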;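 further: 100% = DMSO wells rate and 0% = substrate alone blank rate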
# Target sequence (Q92560 whole entry, looked up): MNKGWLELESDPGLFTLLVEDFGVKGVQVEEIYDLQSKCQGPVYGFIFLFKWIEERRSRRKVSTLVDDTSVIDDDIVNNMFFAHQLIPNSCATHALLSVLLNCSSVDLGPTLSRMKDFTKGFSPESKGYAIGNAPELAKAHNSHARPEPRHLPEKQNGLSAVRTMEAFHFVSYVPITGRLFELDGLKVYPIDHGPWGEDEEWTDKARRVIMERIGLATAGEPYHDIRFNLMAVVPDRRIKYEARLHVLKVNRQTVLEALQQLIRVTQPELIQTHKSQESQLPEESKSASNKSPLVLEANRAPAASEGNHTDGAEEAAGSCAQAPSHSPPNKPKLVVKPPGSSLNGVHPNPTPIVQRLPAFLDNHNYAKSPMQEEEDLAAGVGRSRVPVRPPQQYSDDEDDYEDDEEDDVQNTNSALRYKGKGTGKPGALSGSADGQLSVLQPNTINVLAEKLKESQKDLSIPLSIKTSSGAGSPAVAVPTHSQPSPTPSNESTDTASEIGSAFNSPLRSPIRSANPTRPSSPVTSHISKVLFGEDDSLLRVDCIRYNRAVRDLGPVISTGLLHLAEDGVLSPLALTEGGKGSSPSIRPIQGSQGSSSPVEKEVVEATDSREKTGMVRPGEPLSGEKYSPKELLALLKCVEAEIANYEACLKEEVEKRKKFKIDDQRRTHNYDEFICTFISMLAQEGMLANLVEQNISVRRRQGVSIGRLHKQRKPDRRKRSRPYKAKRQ
# HePTP inh: human HePTP phosphatase inhibition; recombinant HePTP phosphatase activity, OD absorbance; inhibition, % at 20 µM; 110,000 tested, 0.64% active; in the data active means inhibition above about 50%;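 further: plate controls were vehicle for no effect and reference inhibitor for full effect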
# Target sequence (P35236 whole entry, looked up): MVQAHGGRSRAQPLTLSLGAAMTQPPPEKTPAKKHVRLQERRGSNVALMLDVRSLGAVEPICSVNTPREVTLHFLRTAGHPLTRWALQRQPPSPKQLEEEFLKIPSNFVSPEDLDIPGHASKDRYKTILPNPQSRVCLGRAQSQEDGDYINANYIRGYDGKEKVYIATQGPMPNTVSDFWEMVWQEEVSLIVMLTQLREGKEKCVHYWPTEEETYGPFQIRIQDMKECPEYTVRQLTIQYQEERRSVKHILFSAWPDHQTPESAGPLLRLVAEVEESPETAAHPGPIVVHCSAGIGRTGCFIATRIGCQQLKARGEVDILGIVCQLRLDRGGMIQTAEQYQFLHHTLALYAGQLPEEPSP
# Starred values were filed as active, the others as inactive; nt = not tested or not shown.
SMILES,BAP1 block,HePTP inh
COc1cccc2cc(C(=O)N(C)C3CCN(C)CC3)c(=O)oc12,98,1
COCCOC(=O)C1=C(N)OC2=C(C(=O)CCC2)C1c1cccnc1 (centres undefined),nt,-24
OCCCc1nc2ccccc2[nH]1,51,nt
O=C(Cn1nnc(-c2ccc(Cl)cc2)n1)NC1CCN(Cc2ccccc2)CC1,97,-8
O=C(NCc1ccc2c(c1)OCO2)c1c(F)c(F)c(F)c(F)c1F,121,-9
COc1cc(NC(=O)c2cccc(Br)c2)c(C(=O)O)cc1OC,83,7
CCOC(=O)/C(C(=O)Nc1ccc(Cl)cc1Cl)=C1\NC(C)(C)Cc2ccccc21,nt,-9
Cc1ccccc1-n1c(C)cc(/C=N/NC(=O)c2cccnc2)c1C,nt,4
O=C(NCCc1ccccc1)c1ccc(Br)o1,100,2
O=C1CSC(c2cccc([N+](=O)[O-])c2)N1c1ccc(Cl)cn1 (centres undefined),145,nt
COc1cccc(NC(=O)c2ccncc2)c1,102,-6
O=C(Cc1ccc(Cl)cc1)N1CCN(c2ccccn2)CC1,nt,5
Cc1cc(C(=O)OCC(=O)N2CC(C)CC(C)C2)c(C)o1 (centres undefined),90,-2
COc1ccccc1CN1C(=O)c2ccncc2C1=O,127,2
CCOC(=O)Cc1csc(NC(=O)CN(C)S(=O)(=O)c2ccc3c(c2)CCC(=O)N3)n1,98,14
C=CCOC(=O)C1=C(C)NC2=C(C(=O)CC(C)(C)C2)C1c1ccccc1Cl (centres undefined),nt,-7
Cc1cccc(-c2nnc(-c3ccco3)o2)c1,nt,3
CN(C)c1ccc(/C=N/Nc2ccc(C(F)(F)F)cn2)cc1,nt,9
COc1cccc(OCCSc2nnc3sc4ccccc4n23)c1,135,8
CCOC(=O)c1sc2c(c1C)C(c1cccs1)C1=C(CCCC1=O)N2 (centres undefined),380,0

# Of the compounds above, these contain four or more nitrogen atoms.
SMILES,BAP1 block,HePTP inh
O=C(Cn1nnc(-c2ccc(Cl)cc2)n1)NC1CCN(Cc2ccccc2)CC1,97,-8
Cc1ccccc1-n1c(C)cc(/C=N/NC(=O)c2cccnc2)c1C,nt,4
CCOC(=O)Cc1csc(NC(=O)CN(C)S(=O)(=O)c2ccc3c(c2)CCC(=O)N3)n1,98,14
CN(C)c1ccc(/C=N/Nc2ccc(C(F)(F)F)cn2)cc1,nt,9

# Next section.
SMILES,BAP1 block,HePTP inh
O=c1/c(=C/c2ccccc2OCc2ccccc2F)sc2nc3ccccc3n12,nt,-10
COCCn1c(C)cc(C(=O)CN2C(=O)NC3(CCCCCCC3)C2=O)c1C,110,12
COc1cccc(N2CCN(c3ncnc4c3cnn4-c3ccc(C)cc3C)CC2)c1,65,-4
CCCCOc1ccc2ccc(=O)oc2c1,nt,-6
COc1ccc(N2CCN(S(=O)(=O)c3ccc(C(=O)NC4CCCC4)cc3)CC2)cc1,90,-6
COc1ccc(Cl)cc1S(=O)(=O)N1CCC(Cc2ccccc2)CC1,nt,-7
CC1CCCC(C)N1CCCNC(=O)c1cc2c(=O)n(C)c3ccccc3c2n1C (centres undefined),86,-1
O=C(Cc1ccccc1)Nc1ccc(NC(=O)c2ccccc2)c(Br)c1,nt,0
CCOC(=O)c1c(NC(=S)NC(=O)/C=C/c2cccs2)sc(C)c1C,nt,3
C/C(CCc1oc2ccc(C)cc2c1-c1ccc(C)o1)=N\O,nt,3

# A section of the results above:
SMILES,BAP1 block,HePTP inh
CC1CCCC(C)N1CCCNC(=O)c1cc2c(=O)n(C)c3ccccc3c2n1C (centres undefined),86,-1
O=C(Cc1ccccc1)Nc1ccc(NC(=O)c2ccccc2)c(Br)c1,nt,0
CCOC(=O)c1c(NC(=S)NC(=O)/C=C/c2cccs2)sc(C)c1C,nt,3
C/C(CCc1oc2ccc(C)cc2c1-c1ccc(C)o1)=N\O,nt,3

# Next section.
SMILES,BAP1 block,HePTP inh
O=[N+]([O-])c1cccc(-c2ccc(CO)o2)c1,nt,7
CCn1c(SCC(=O)c2ccccc2)nc2c(c1=O)SC(C)C2 (centres undefined),94,nt
COCCN1C(=O)c2ccccc2C(C(=O)N2CCN(c3ccccn3)CC2)C1c1ccc(F)cc1 (centres undefined),nt,2
Cc1ccc(NC(=O)CSCC(=O)O)c(C)c1,94,-6
C/C(=N\N=C1\NC(=O)C(CC(=O)Nc2ccccc2)S1)c1ccc([N+](=O)[O-])cc1 (centres undefined),nt,-18
Cc1cc(NC(=O)Cc2cccs2)nn1CC(=O)NCc1ccco1,53,-6
COc1ccc(C)cc1S(=O)(=O)N(C)CC(N)=O,131,12
COc1cc(C)c(S(=O)(=O)NC2CC(C)(C)NC(C)(C)C2)cc1C,96,4
COc1ccc(-c2cc(C3CC3)nc3sc(C(=O)c4cccs4)c(N)c23)cc1,74,nt
CC1=C(C(=O)OC2CCCCCC2)C(c2cccc(F)c2)C2=C(CCCC2=O)N1 (centres undefined),nt,3
CC(=O)Nc1nc(C)nc(-c2ccccc2)c1C(C)=O,136,3
COc1ccccc1N1CCN(C(=O)c2cnn3cccnc23)CC1,81,12
COc1ccc(C)cc1NC(=O)C(=O)NN=C1CCN(C)CC1,nt,-12
COc1ccc(OC)c(N(CC(=O)NCc2cccnc2)S(C)(=O)=O)c1,63,2
Cc1ccc(C(C)C)c(OCCNC(=O)c2cccc3ccccc23)c1,nt,7
Cc1onc(-c2c(Cl)cccc2Cl)c1C(=O)Nc1sc2c(c1C(N)=O)CCCC2,nt,-1
O=C(O)CC(NS(=O)(=O)c1ccc(Br)cc1)c1ccco1 (centres undefined),96,8
CCCCCNC(=O)C(C#N)c1nc2ccccc2nc1N1CC(C)OC(C)C1 (centres undefined),86,4
CCOC(=O)CCSCC(=O)Nc1cc(C)on1,117,6
C=CCn1c(Cc2ccccc2)n[nH]c1=S,nt,9

# Part of the list above in order of formula weight, descending:
SMILES,BAP1 block,HePTP inh
Cc1onc(-c2c(Cl)cccc2Cl)c1C(=O)Nc1sc2c(c1C(N)=O)CCCC2,nt,-1
COc1ccc(OC)c(N(CC(=O)NCc2cccnc2)S(C)(=O)=O)c1,63,2
CCOC(=O)CCSCC(=O)Nc1cc(C)on1,117,6

# (more compounds)
SMILES,BAP1 block,HePTP inh
CC(=O)N1CCN(C2c3cccc4cccc(c34)C2NS(=O)(=O)c2ccccc2)CC1 (centres undefined),134,8
O=C1c2ccccc2C(=O)c2c1cc(Nc1ccccc1)c1nsnc21,nt,-4
NC(=O)c1ncn([C@@H]2O[C@H](CO)[C@@H](O)[C@H]2O)c1O,97,nt
O=C(CN(C1CC1)S(=O)(=O)c1ccc(S(=O)(=O)NC2CCCCC2)cc1)Nc1ccccc1,77,2
COc1ccc(NC(=O)CCN2CCCCC2)cc1,107,-2
O=C(COc1cccc(NC(=O)c2ccco2)c1)c1ccccc1,100,1
COc1ccc(C(=O)NCCSCc2ccccc2Cl)cc1,nt,2
CCOC(=O)c1ccc(-c2ccc(/C=C3/C(=O)NC(=O)N(c4ccccc4)C3=O)o2)cc1,nt,-4
COc1cc(NC(=O)Nc2cccc(C(C)=O)c2)cc(OC)c1OC,133,0
O=C(CCc1ccccc1)N1CCN(c2ccc(F)cc2)CC1,nt,5
Cn1c(SCC(=O)N2CCOCC2)nnc1-c1ccc(Cl)cc1Cl,88,-5
CCOC(=O)c1cc2occc2n1CC(=O)N1CCN(C(=O)c2ccco2)CC1,107,-4
Cc1sc(NC(=O)c2ccco2)c(C(N)=O)c1C,nt,4
COc1ccc(Nc2oc(COc3ccccc3F)nc2C#N)cc1,85,4
Cc1ccc(OCc2nc(-c3ccccc3)no2)c(C)c1,74,10
Cc1cc(C)c(C)c(OCCn2ccnc2)c1,nt,-12
CCOc1ccc(N(CC(=O)NCCc2ccccc2)S(=O)(=O)c2ccc(SC)cc2)cc1,nt,-7
O=C1NC(=O)C(=Cc2ccc(OC(=O)c3ccc(Cl)c(Cl)c3)cc2)C(=O)N1,nt,-6
CCC(Sc1nc2ccccc2s1)C(=O)Nc1nnc(C)s1 (centres undefined),nt,4
O=C(c1cc2nc(-c3ccco3)cc(C(F)(F)F)n2n1)N1CCc2ccccc2C1,79,5
Cc1cc(NC(=O)C(c2ccccc2)c2ccccc2)no1,nt,5
CCOC(=O)c1c(N2C(=O)C=CC2=O)sc(C)c1C,nt,0
CC1=C(C(=O)OC2CCCC2)C(c2cccc(Br)c2)C2=C(CCCC2=O)N1 (centres undefined),nt,2
Cc1ccccc1CNC(=O)c1ccc(Cl)cc1,nt,-1
COC(=O)/C=c1/sc2nc3ccccc3n2c1=O,105,6
Cc1ccc(C(=O)Nc2ccccc2C(=O)O)cc1N,nt,-17
O=S(=O)(NCc1ccccc1)c1ccc(Cl)c(S(=O)(=O)NCc2ccccc2)c1,nt,-3
CC1(C)OC(=O)C(=Cc2ccc(I)o2)C(=O)O1,nt,102*
CCOC(=O)C(CCCCOc1ccccc1OC)C(=O)OCC,nt,-7
O=C(NCc1ccc(Cl)cc1)C1CCCN(S(=O)(=O)c2cnc[nH]2)C1 (centres undefined),87,8
COc1ccc(N2Cc3cccc(C(=O)O)c3C2=O)cc1,86,nt
CN(C)CCNC(=O)c1ccc(Cl)s1,156,4
O=C(CC1(O)C(=O)Nc2ccccc21)c1ccc2c(c1)OCO2 (centres undefined),98,14
O=C1OC(c2ccc(Br)cc2)=C/C1=C\c1cc([N+](=O)[O-])ccc1Cl,nt,-2
CCC(=O)N1CCc2cc(S(=O)(=O)NC(C(=O)NCc3ccc(C)cc3)C(C)C)ccc21 (centres undefined),38*,6
COc1ccc(C=Nc2ccc(S(N)(=O)=O)cc2)cc1O,84,nt
CCOC(=O)N1CCN(C(=O)C2CCN(C(=O)c3cc4sccc4n3CC)CC2)CC1,88,3
CC(C)(C)N=C1NC(=NC(C)(C)C)c2ccccc21,83,-3
CCCC(=O)Nc1nc(-c2ccc3c(c2)OCCO3)cs1,93,4
CCn1ncc(C2=NOC(C(=O)Nc3c(C)n(C)n(-c4ccccc4)c3=O)C2)c1C (centres undefined),100,5
O=C1NC(=S)N(c2ccccc2)C(=O)/C1=C/c1cc(Cl)c(O)c(Cl)c1,nt,6
COC(=O)CC1(C(=O)OC)NC(=O)C(N)=C1C(=O)OC (centres undefined),nt,1
Cc1cc(C)cc(CSCC(=O)Nc2c(C)n(C)n(-c3ccccc3)c2=O)c1,nt,-4
COc1ccccc1N1C(=O)CC(Sc2ncccc2C(=O)O)C1=O (centres undefined),172,-6
CC(C)OC(=O)CSc1nc(N)c(C#N)c(-c2cccs2)c1C#N,120,-3
O=C(NCc1ccco1)c1ccc(Cl)c([N+](=O)[O-])c1,nt,3
CCc1ccc(NC(=O)C(=O)NCCCOC(C)C)cc1,nt,6
CCCC(C(=O)NC1CCCC1)N(CCCN1CCOCC1)C(=O)c1snc(C(N)=O)c1N (centres undefined),nt,4
COc1ccc2nc(NC(=O)C3CCN(S(=O)(=O)c4cnc[nH]4)CC3)sc2c1,100,6
NC(=O)CN1C(=O)/C(=C2\SC(=S)N(Cc3ccccc3)C2=O)c2ccccc21,nt,4

# New compounds follow:
SMILES,BAP1 block,HePTP inh
COc1cc(-c2nc(S(=O)(=O)c3ccc(Cl)cc3)c(N3CCOCC3)o2)cc(OC)c1OC,123,-2
CCN(C(=O)CCc1nc(-c2ccc(OC)cc2)no1)c1cc(OC)ccc1OC,97,1
Cc1c(C(O)CN2CCN(Cc3ccc4c(c3)OCO4)CC2)c2ccccc2n1C (centres undefined),110,2
CCC(=O)Nc1ccc(I)cc1Cl,nt,7
Cc1ccc(CCN2CC(C(=O)NCCCN3CCOCC3)CC2=O)cc1 (centres undefined),109,7
COc1ccc(C2CC(=O)Nc3c2cc(Br)c2ccccc32)cc1OC (centres undefined),nt,-11
CCOc1ccccc1C(=O)N1CCC(n2nnc3cc(C)ccc32)CC1,94,4
Brc1ccc(OCc2nc(-c3ccccn3)no2)cc1,nt,-1
CCOC(=O)c1sc(NC(=O)c2cc(-c3ccc(OC)c(OC)c3)nc3ccccc23)nc1C,54,nt
COc1ccc(NC(=O)c2nn3c(c2Cl)NC(c2cccs2)CC3C(F)(F)F)cc1OC (centres undefined),nt,-5
CC(C)(C)c1nnc2sc(SCC(=O)N3CCCc4ccccc43)nn2c1=O,88,5
O=C(Nc1c[nH]c(=O)[nH]c1=O)c1cccc(Br)c1,nt,2
CCOc1ccc(NC(=O)c2c(NC(=O)c3ccc([N+](=O)[O-])cc3)sc3c2CCCC3)cc1,nt,4
O=C1c2[nH]nc(-c3ccccc3O)c2C(c2ccccc2)N1Cc1ccco1 (centres undefined),82,-8
O=C(C1CCCN(S(=O)(=O)c2ccccc2)C1)N1CCCc2ccccc21 (centres undefined),104,-2
CC1=NN(c2nc(-c3ccc(Cl)cc3)cs2)C(=O)/C1=C\c1ccc2c(c1)OCO2,nt,-1
CCCCOC(=O)c1ccc(NC(=O)c2oc3ccc(C)cc3c2C)cc1,nt,4
CC(=O)c1ccc(NC(=O)c2cc3ccccc3o2)cc1,nt,-6
CCCOC(=O)Nc1ccc(C(N)=O)cc1,94,8
CC(C)NC(=O)c1ccc2c(=O)n(C3CCCC3)c(=S)[nH]c2c1,nt,11
CCc1nc2cc(Cl)c(Cl)cc2[nH]1,70,10
CCOc1ccc(NC(=O)CN2CCN(CC(=O)Nc3ccc4c(c3)OCO4)CC2)cc1,110,-2
O=C(NCc1cccs1)c1nn2c(C(F)(F)F)cc(-c3ccco3)nc2c1Cl,nt,0
Cc1ccc2c(c1)N(CC(=O)N1CCN(c3nc4ccccc4s3)CC1)C(=O)C(C)O2 (centres undefined),72,-3
CN1C(=O)/C(=C\c2ccccc2OCCOCCOc2ccccc2)SC1=S,nt,4
CN1CCN(c2ccc(/C=C3\Sc4ccccc4C3=O)cc2[N+](=O)[O-])CC1,nt,11
O=C(NCc1ccccc1)c1cc2cc(Br)cc(Br)c2oc1=O,nt,5
CCCC(c1nnnn1C1CCCCC1)N1CCN(c2ncccn2)CC1 (centres undefined),80,5
O=C(CSc1ccc(Cl)cc1)NC1CCCC1,nt,2
N/C(=C\C(=O)c1ccccc1O)C(F)(F)F,nt,5
COC(=O)CN1C(=O)/C(=C\c2cccc([N+](=O)[O-])c2)SC1=S,nt,6

# Screening data: PubChem BioAssay, several laboratories
